MEKK2mut PB1 HTS = signal of MEK5 binding to mutant human MEKK2 PB1 domain. percent response, % at 10 µM. bead flow cytometry, Alexa488-MEK5 binding to MEKK2 mutant. AID 1530. actives 0.35% (n = 290,000); in the data active = percent response above about 24%, passing the limit was not always enough; also: inactives centre near 1; some results filed as inactive read as strong as hits; reference of the scale not given here
VIM-2 inhibitor = blocks Pseudomonas aeruginosa VIM-2 metallo-beta-lactamase; purified VIM-2, nitrocefin hydrolysis, epi-absorbance fluorescence; inhibition, % at 5.6 µM; actives 0.89% (n = 290,000); AID 1527;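 active = inhibition above the mean of all tested compounds plus 3 SD, cutoff set per screening run, cut at about 7.5% in these data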;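 also: red hydrolysis product quenches plate fluorescence so inhibitors raise well fluorescence; 0% = enzyme with DMSO and 100% = DMSO without enzyme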
DNA FID counter = displaces DNA intercalator in HCV helicase counter-screen; DNA fluorescent intercalator displacement, fluorescence; inhibition, % at 7.9 µM; actives 0.17% (n = 290,000); in the data active = inhibition above about 37%;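 also: 0% = vehicle and 100% = reference compound; higher means more ethidium bromide displaced from hairpin DNA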
PfM18AAP inh = PfM18AAP enzyme inhibition | recombinant PfM18AAP, H-Glu-NHMec fluorogenic cleavage | inhibition, % at 7.35 µM | actives 1.2% (n = 290,000) | AID 1822;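 active = inhibition above the campaign mean inhibition over all tested compounds plus 3 SD, cut at about 28% in these data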;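 also: 0% = plate median of test compound wells and 100% = 2 mM ZnCl2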
MEKK2 WT-MEK5 = raises or lowers MEK5 binding to wildtype human MEKK2 PB1 domain. Q9Y2U5. actives 1.1% (n = 290,000). bead flow cytometry, Alexa488-MEK5 binding to MEKK2 WT; actives lie on both sides. binding response (% of control), % at 10 µM; in the data active = binding response below about 67% or above about 130%
HCV NS3 hel inh = blocks Hepatitis C virus NS3 helicase unwinding | NS3 helicase DNA unwinding, Cy5 molecular beacon fluorescence | inhibition, % at 10.9 µM | AID 1800 | actives 0.56% (n = 290,000);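 active = inhibition above the mean of all tested compounds plus 3 SD, set per campaign, cut at about 35% in these data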;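 also: 0% = DMSO wells and 100% = thioflavine S control wells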
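Assay system: hepatitis C virus NS3 helicase domain fragment enzyme. Also added: annealed dual-labelled DNA beacon duplex, ATP-started. Timing: 1 h reaction at 25 °C, ATP-initiated. Technique: Cy5 fluorescence at 0 and 60 min, beacon hairpin quenching. Evaluation: % inhibition of unwinding. Replication: one well per compound.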
NALP1 yeast inh = blocks the NALP1 inflammasome reconstituted in yeast | S. cerevisiae NALP1/ASC/caspase-1 growth, X-gal OD620, 72 h | inhibition, % at 10 µM | actives 0.61% (n = 280,000) | AID 2071; in the data active = inhibition mostly above about 24%, no sharp cut-off; inactive = mostly below about 32%; also: some compounds called inactive have numbers as strong as hits
IMP-1 inhibitor = blocks Pseudomonas aeruginosa IMP-1 metallo-beta-lactamase | inhibition, % at 5.6 µM | purified IMP-1, nitrocefin hydrolysis, epi-absorbance fluorescence | actives 0.45% (n = 290,000) | AID 1556;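 active = inhibition above the mean plus 3 SD of all compounds in the same screening run, cut at about 4.5% in these data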;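 also: 0% = IMP-1 with DMSO and 100% = DMSO wells lacking enzyme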
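System: purified IMP-1 / Input: IMP-1 dispensed at 0.2 nM / Medium: 50 mM HEPES pH 7.1, 50 µM ZnSO4, 0.05% Brij 35 / Timing: 15 min enzyme–compound preincubation, then 25 min nitrocefin reaction, 25 °C / Technique: plate fluorescence quenching by hydrolysis product, ex 480/em 530 nm / Repeats: singlicate testing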
SUMO HTRF inh = SUMOylation inhibition; actives 0.36% (n = 290,000); inhibition, % at 35 µM; AID 2006; P63279; HTRF SUMOylation assay, SAE1/SAE2 + UBC9, in vitro; in the data active = inhibition above about 50%, passing the limit was not always enough; also: strong numbers were not always called active
Target sequence (P63279 whole entry, looked up): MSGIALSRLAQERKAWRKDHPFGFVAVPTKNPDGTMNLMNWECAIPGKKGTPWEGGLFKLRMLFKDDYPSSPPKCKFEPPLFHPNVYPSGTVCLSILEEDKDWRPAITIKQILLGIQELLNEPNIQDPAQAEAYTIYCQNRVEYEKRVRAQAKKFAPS
Active calls of the source: *; . = not tested or not shown; [ ] = another dose, or the depositor's remark. An unsorted share of the library. Share with any hit: about 4.7%.

SMILES	MEKK2mut PB1 HTS	VIM-2 inhibitor	DNA FID counter	PfM18AAP inh	MEKK2 WT-MEK5	HCV NS3 hel inh	NALP1 yeast inh	IMP-1 inhibitor	SUMO HTRF inh
O=C(NC1CCCCC1)c1ccc(NS(=O)(=O)c2cccc3cccnc23)cc1	0	-2.9	-32	0	98	12	-3	-2.8	-12
Cc1sc2ncnc(NCCCn3ccnc3)c2c1C	5	21*	0	3	112	0	12	-3.5	26
Cc1ccc(C(=O)OC(C)CN2C(C)CCCC2C)cc1 (stereo not drawn)	10	-1.7	-5	-1	105	-9	-7	-4.8	16
O=C(COc1ccc2ccccc2c1)Nc1cccnc1Cl	1	-5.1	-10	0	98	0	3	-2.7	-18
CCCCN(C)CCNC(=O)CCNC(=O)Cn1ccc2ccccc2c1=O	3	-2.0	-1	0	104	1	23	-3.2	11
CCOC(=O)c1cnc(-n2nc(C)cc2C)nc1NNc1nc(C)cc(C)n1	-1	-1.0	-12	22	97	-1	-10	-3.8	2
COc1ccc(NCc2nnc(SCC(=O)Nc3ccccc3OC)o2)cc1	1	-0.8	-6	4	99	-6	24	-3.6	14
CCOC(=S)SCC(=O)Nc1ncc(C)s1	-3	0.7	-10	9	95	24	-8	-0.4	3
CCN(Cc1ccc(OC)c(COC)c1)CC1CCCN(CCc2cccc(OC)c2)C1 (stereo not drawn)	19	-2.1	26	-16	128	-27	17	-2.6	5
CN(c1ccccc1C(=O)N1CCCC1)S(C)(=O)=O	1	-1.1	1	-11	100	-8	10	-1.5	3
Cc1ccc(C2=[N+]([O-])C(C)(C)CC2)cc1	6	-3.3	0	6	103	-6	-13	-2.1	-9
CC(C)(C)OC(=O)N1CCC(CNC(=O)Nc2ccccc2)CC1	20	-2.7	-31	-2	108	-20	.	-2.7	8
COc1ccc(C(=S)N2CCCC2)cc1	2	2.1	0	1	86	-2	-1	-0.3	10
O=C(O)/C=C/C(=O)Nc1ccc(Oc2ncnc3cc(Cl)ccc23)nc1	-37	0.2	2	-10	80	4	.	-1.5	17
COc1ccc(/C=N/NC(=O)CSc2ccccc2)cc1OC	0	-5.2	-20	4	104	11	35	-1.6	6
CCOc1ccc(Cl)cc1C(c1c(C)[nH][nH]c1=O)c1c(C)[nH][nH]c1=O	0	-2.9	-18	14	103	-4	1	-4.0	-34
CS(=O)(=O)N1CCCC(C(=O)Nc2cccc(F)c2)C1 (stereo not drawn)	9	-1.1	0	0	107	0	-13	-2.2	10
Cc1nc([N+](=O)[O-])c(C(=O)O)n1C	-2	-5.7	10	8	105	-6	15	-4.1	17
COc1cccc(Nc2nc(CC(C)=O)ns2)c1	1	-0.3	-3	1	102	7	-7	-1.2	6
CN(CC(=O)Nc1ccccc1Cl)C(=O)CSc1ncc(C(F)(F)F)cc1Cl	2	-1.3	-8	3	105	-1	11	-2.7	-4

Full records, looked up by structure.
`CCOC(=O)c1cnc(-n2nc(C)cc2C)nc1NNc1nc(C)cc(C)n1` is listed with MEKK2mut PB1 HTS = -1; VIM-2 inhibitor = -1.0; DNA FID counter = -12; PfM18AAP inh = 22; MEKK2 WT-MEK5 = 97; HCV NS3 hel inh = -1; NALP1 yeast inh = -10; IMP-1 inhibitor = -3.8; SUMO HTRF inh = 2
`CN(c1ccccc1C(=O)N1CCCC1)S(C)(=O)=O` is listed with MEKK2mut PB1 HTS = 1; VIM-2 inhibitor = -1.1; DNA FID counter = 1; PfM18AAP inh = -11; MEKK2 WT-MEK5 = 100; HCV NS3 hel inh = -8; NALP1 yeast inh = 10; IMP-1 inhibitor = -1.5; SUMO HTRF inh = 3
`O=C(COc1ccc2ccccc2c1)Nc1cccnc1Cl` is listed with MEKK2mut PB1 HTS = 1; VIM-2 inhibitor = -5.1; DNA FID counter = -10; PfM18AAP inh = 0; MEKK2 WT-MEK5 = 98; HCV NS3 hel inh = 0; NALP1 yeast inh = 3; IMP-1 inhibitor = -2.7; SUMO HTRF inh = -18

The list goes on.
SMILES	MEKK2mut PB1 HTS	VIM-2 inhibitor	DNA FID counter	PfM18AAP inh	MEKK2 WT-MEK5	HCV NS3 hel inh	NALP1 yeast inh	IMP-1 inhibitor	SUMO HTRF inh
CCOc1ccc(S(=O)(=O)n2c(C)nc3ccccc32)cc1	-3	0.5	-6	-9	98	-8	25	-1.7	12
CC(=O)Nc1c(-c2ccccc2)nc2cc(C)ccn12	3	-3.0	-3	-8	101	-9	3	-3.1	-1
CCOC(=O)C1=C(C)NC(=O)NC1c1ccoc1 (stereo not drawn)	6	-0.6	1	6	106	2	-1	0.7	24
COc1ccc(C(=O)/C=C/Nc2ccc(S(=O)(=O)Nc3ncccn3)cc2)cc1	-1	-2.1	0	0	84	0	23	-3.3	4
CCn1c(=O)c2cc(C(=O)NCCN(C)C)sc2c2ccccc21	6	13*	4	1	113	-3	16	-0.9	20
O=C(O)CCC1=C2c3ccccc3CCN2C(=O)CC1	3	-2.2	3	5	101	-6	10	-2.2	-10
CCc1cc(CNC(=O)CCc2nnc(Cc3cccc(C)c3)o2)on1	-2	-1.5	-11	-2	99	-19	8	0.8	11
COc1ccccc1/C=C/CN1CCCC(CO)(CCc2ccccc2)C1 (stereo not drawn)	8	-2.4	6	3	123	-42	25	-3.4	5
Cc1ccc(O)c(C(=O)CC(=O)c2cccc(F)c2)c1	5	1.7	-4	-3	107	13	1	-2.8	-5
CC(C)C[C@H](NC(=O)C1(c2ccccc2)CCN(C(=O)[C@H]2CSCN2C(=O)OC(C)(C)C)CC1)C(=O)O	-4	-4.0	-42	5	97	15	23	-3.8	-8
CCn1c(CCCCc2n[nH]c(=S)n2CC)n[nH]c1=S	-2	0.4	-6	5	91	8	-16	-5.2	-6
CCN(C(=O)COC(=O)c1ccc(Cl)c(N)c1)C1CCS(=O)(=O)C1 (stereo not drawn)	1	0.6	-3	0	98	-5	9	-2.1	12
O=C(COc1ccc(Cl)cc1)N1CCN(Cc2ccc3c(c2)OCO3)CC1	-8	-3.2	-19	0	95	10	25	-0.4	-8
C/C(=N/NC(=O)c1ccc(Cl)s1)c1cccnc1	-4	1.6	-10	-6	97	6	0	-4.5	7
Cc1coc2cc3oc(=O)c(CCC(=O)NCCN4CCOCC4)c(C)c3cc12	-2	3.7	18	16	104	-2	10	1.1	16
COc1ccc(CNC(=O)c2ccc(Cn3cc(Cl)cn3)o2)cc1	-3	-2.7	-18	0	93	12	18	-1.2	-2
CCC(=O)Nc1ccc(C(=O)CSc2nnc(CNc3ccc(Cl)cc3)o2)cc1OC	8	-3.2	-19	-4	106	-10	14	-3.4	12
CCOc1ncccc1C(=O)NCc1ccccc1F	3	-1.4	-8	-1	108	3	13	-2.8	-12
Cc1ccc(NC(=O)COC(=O)CCc2c[nH]c3ccccc23)cc1[N+](=O)[O-]	12	0.8	-1	2	113	2	29	-2.4	-18
CCc1ccc(OCC(=O)N/N=C(\C)c2ccc(-n3ccnc3)cc2)cc1	3	-1.1	-6	-8	110	-3	32	-1.2	21

Two entries from above, as labelled records:
> CCc1cc(CNC(=O)CCc2nnc(Cc3cccc(C)c3)o2)on1
  MEKK2mut PB1 HTS: -2 | VIM-2 inhibitor: -1.5 | DNA FID counter: -11 | PfM18AAP inh: -2 | MEKK2 WT-MEK5: 99 | HCV NS3 hel inh: -19 | NALP1 yeast inh: 8 | IMP-1 inhibitor: 0.8 | SUMO HTRF inh: 11
> COc1ccccc1/C=C/CN1CCCC(CO)(CCc2ccccc2)C1 (stereo not drawn)
  MEKK2mut PB1 HTS: 8 | VIM-2 inhibitor: -2.4 | DNA FID counter: 6 | PfM18AAP inh: 3 | MEKK2 WT-MEK5: 123 | HCV NS3 hel inh: -42 | NALP1 yeast inh: 25 | IMP-1 inhibitor: -3.4 | SUMO HTRF inh: 5

(listing goes on)
SMILES	MEKK2mut PB1 HTS	VIM-2 inhibitor	DNA FID counter	PfM18AAP inh	MEKK2 WT-MEK5	HCV NS3 hel inh	NALP1 yeast inh	IMP-1 inhibitor	SUMO HTRF inh
O=C(NCCCN1CCOCC1)c1ccc(S(=O)(=O)N2CCOCC2)cc1	5	-4.0	-1	0	103	-13	-1	-2.2	2
CCCn1c(C(C)NC(=O)c2ccccc2)n[nH]c1=S (stereo not drawn)	9	1.3	-1	24	100	-5	-6	-1.8	6
CC1CCCN(c2nc3c(c(=O)n(C)c(=O)n3C)n2Cc2ccccc2)C1 (stereo not drawn)	2	.	.	.	119	.	6	.	16
C=CC(=O)NC(C)(C)Cc1ccccc1	-6	-4.4	-1	4	92	-1	7	-2.7	-6
COc1ccc(NC(=O)CCC(=O)N(Cc2ccc(OC)c(OC)c2)c2nccs2)cc1	0	-2.8	-5	1	99	-6	.	-2.6	0
COc1ccc(N(Cc2nnc3n2CCCCC3)C(=O)Nc2ccccc2)cc1	-9	-0.1	-13	-11	94	-6	4	1.7	24
Cc1ccc(CNS(=O)(=O)c2c(C(=O)N3CCCCCC3)c(C)n(C)c2C)cc1	3	-2.1	-42	-1	101	3	0	-1.6	8
Cn1c(=O)[nH]c(=O)c2c1nc(N1CCCCC1)n2CC(O)COc1ccccc1 (stereo not drawn)	2	-1.3	-35	3	99	-4	-1	-3.4	5
O=C1NN=C(c2ccc(Cl)cc2)CC1c1c[nH]c2ccccc12 (stereo not drawn)	1	-1.6	-16	5	97	-12	10	-3.4	12
CCCCn1c(NC(=O)c2ccco2)c(S(=O)(=O)c2ccc(C)cc2)c2nc3ccccc3nc21	-1	-0.8	-14	-6	94	3	16	-1.3	100*
O=C(CCN1C(=O)/C(=C/c2ccc3c(c2)OCO3)SC1=S)Nc1ccc(C(=O)O)cc1	-2	0.4	-4	-1	99	34	24	-0.6	36
COCCCNC(=O)c1ccc(Cn2c(=O)c3ccccc3n(Cc3cc(C)ccc3C)c2=O)cc1	-13	-1.2	-6	-8	91	5	-3	-3.4	17
O=C(COC(=O)c1ccco1)c1ccc(S(=O)(=O)N2CCCCC2)cc1	0	-1.2	-25	2	97	14	6	-0.5	0
COc1ccc(NC(=S)NCCc2ccc(Cl)cc2)c(OC)c1	3	-0.1	-9	-16	111	-13	9	-0.3	13
CCNC(=S)NS(=O)(=O)c1ccc(Cl)cc1	9	-3.6	1	5	108	6	21	-3.0	-8
O=C(Nc1ccnn1C1CCN(C2CCC2)CC1)c1ccccc1	-2	-0.5	3	-4	100	3	11	-1.2	-3
COC(=O)CCC(=O)N1CCCC(N2CCN(c3cccc(C(F)(F)F)c3)CC2)C1 (stereo not drawn)	-14	-1.3	-23	0	19*[inhibitor]	3	-4	-2.2	10
O=C1NC2(CCCCCC2)Oc2ccccc21	-8	1.1	13	-3	99	0	7	0.2	-8
CCN(CC)C(=O)CSc1nnc(-c2ccccn2)n1-c1ccccc1OC	1	-1.4	-16	-1	96	-9	.	-2.3	-12
CCOC(=O)CSc1nc(-c2ccccc2)nc2ccc(C)cc12	-4	-2.7	1	-3	98	-5	2	-3.5	-30

Part of the list above, limited to VIM-2 inhibitor:
Molecule | VIM-2 inhibitor
CCCn1c(C(C)NC(=O)c2ccccc2)n[nH]c1=S (stereo not drawn) | 1.3
O=C(CCN1C(=O)/C(=C/c2ccc3c(c2)OCO3)SC1=S)Nc1ccc(C(=O)O)cc1 | 0.4

Screening results (PubChem)
